# High-throughput results deposited in PubChem BioAssay by several laboratories.
# MEKK2 mut-MEK5 – signal of MEK5 binding to mutant human MEKK2 PB1 domain; bead flow cytometry, Alexa488-MEK5 binding to MEKK2 mutant; percent response, % at 10 µM; 0.35% of 290,000 active; AID 1530; in the data active = percent response above about 24%, passing the limit was not always enough; note: inactives centre near 1; some results filed as inactive read as strong as hits
# GalR3 antagonist – human GalR3 antagonism; 0.44% of 360,000 active; HEK293 GalR3-CNG cAMP membrane potential fluorescence; galR3 body fused to GalR1 C-terminus; O60755; AID 651719; inhibition, % at 3 µM;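 active = inhibition above the screen-wide average plus 3 SD, cut at about 13% in these data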;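 note: forskolin and galanin both at EC90 stimulate the cells; cAMP rise reported by CNG channel membrane potential dye signal; 0% = forskolin plus galanin with DMSO and 100% = forskolin alone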
# GPR7 antagonist – blocks human GPR7 receptor signaling. AID 1861. 1.1% of 290,000 active. P48145. inhibition, % at 4.4 µM. GPR7-expressing cells, fluorescence antagonist assay; in the data active = inhibition above about 16%, passing the limit was not always enough;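 note: cells stimulated with the agonist NPW; 0% = agonist with vehicle and 100% = vehicle without agonist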
# OXTR agonist – agonists of human oxytocin receptor; CHO-OTR cells, Fluo-8 calcium fluorescence; normalized: DMSO 0%, oxytocin 100%; activation, % at 3 µM; 0.32% of 320,000 active; AID 2435;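 active = activation above the mean of all tested compounds plus 3 SD, cutoff set per screening run, cut at about 20% in these data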;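 note: peak over basal fluorescence ratio from a 100 s FLIPR kinetic read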
# Target sequence (P30559 whole entry, looked up): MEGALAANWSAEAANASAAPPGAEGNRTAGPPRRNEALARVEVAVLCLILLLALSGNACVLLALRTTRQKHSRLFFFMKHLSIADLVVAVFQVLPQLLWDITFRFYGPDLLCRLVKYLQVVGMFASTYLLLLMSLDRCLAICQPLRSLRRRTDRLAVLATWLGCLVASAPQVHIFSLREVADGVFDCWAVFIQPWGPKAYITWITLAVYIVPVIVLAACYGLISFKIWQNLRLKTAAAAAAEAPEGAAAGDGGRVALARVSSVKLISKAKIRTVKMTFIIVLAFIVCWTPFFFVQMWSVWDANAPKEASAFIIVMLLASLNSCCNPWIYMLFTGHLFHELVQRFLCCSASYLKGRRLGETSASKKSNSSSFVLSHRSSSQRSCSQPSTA
# M18AAP inhibitor – blocks P. falciparum M18 aspartyl aminopeptidase; recombinant PfM18AAP, H-Glu-NHMec fluorogenic cleavage; inhibition, % at 7.35 µM; 1.2% of 290,000 active; AID 1822;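 active = inhibition above the campaign mean inhibition over all tested compounds plus 3 SD, cut at about 28% in these data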;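 note: 0% = plate median of test compound wells and 100% = 2 mM ZnCl2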
# OXTR potentiator – human OXTR potentiation | activation, % at 3 µM | AID 2445 | 0.061% of 320,000 active | CHO-OTR cells, Fluo-8 calcium fluorescence, potentiator mode; 0% = oxytocin EC15, 100% = EC100 | P30559;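 active = activation above that plate's cutoff, the mean activation of tested compounds plus 3 SD, cut at about 6.6% in these data, passing the limit was not always enough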;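 note: 100% uses oxytocin at 75 nM as the full agonist control; some results filed as inactive read as strong as hits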
#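 Material: CHO-OTR cells, human receptor; compound dosing: single dose, 3.0 µM nominal final compound concentration; schedule: 6 min compound pre-incubation at room temperature, 100 s kinetic read; measured by: kinetic Fluo-8 calcium fluorescence; read-out basis: % activation vs EC15 and EC100 oxytocin; controls: EC15 oxytocin alone as 0%, 75 nM oxytocin as 100%; replicates: singlicate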
# NALP1 inh – inhibitors of NALP1 inflammasome in yeast | S. cerevisiae NALP1/ASC/caspase-1 growth, X-gal OD620, 72 h | inhibition, % at 10 µM | 0.61% of 280,000 active | AID 2071; in the data active = inhibition mostly above about 24%, no sharp cut-off; inactive = mostly below about 32%; note: some compounds called inactive have numbers as strong as hits
# V1aR counter – counter-screen for oxytocin receptor agonists: human V1a receptor agonists. P37288. CHO-V1R cells, Fluo-8 calcium fluorescence, agonist mode; 0% DMSO, 100% 3 nM vasopressin. activation, % at 3 µM. 0.25% of 320,000 active. AID 2797;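 active = activation above the mean activation of all tested compounds plus 3 SD, per screening run, cut at about 20% in these data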;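 note: signal is peak over basal fluorescence ratio across a 100 second FLIPR read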
# Target sequence (P37288 whole entry, looked up): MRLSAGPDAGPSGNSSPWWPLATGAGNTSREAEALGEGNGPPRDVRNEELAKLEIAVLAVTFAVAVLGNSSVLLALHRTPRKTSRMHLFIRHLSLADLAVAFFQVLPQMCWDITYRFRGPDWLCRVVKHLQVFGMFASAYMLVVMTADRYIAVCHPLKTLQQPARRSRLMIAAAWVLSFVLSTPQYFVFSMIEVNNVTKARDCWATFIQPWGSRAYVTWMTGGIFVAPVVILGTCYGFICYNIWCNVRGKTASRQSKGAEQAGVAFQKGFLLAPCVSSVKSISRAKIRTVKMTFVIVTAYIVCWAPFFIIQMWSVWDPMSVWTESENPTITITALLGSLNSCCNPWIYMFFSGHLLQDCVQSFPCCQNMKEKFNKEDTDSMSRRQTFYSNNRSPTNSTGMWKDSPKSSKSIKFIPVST
# MEKK2 WT-MEK5 – raises or lowers MEK5 binding to wildtype human MEKK2 PB1 domain; Q9Y2U5; binding response (% of control), % at 10 µM; bead flow cytometry, Alexa488-MEK5 binding to MEKK2 WT; actives lie on both sides; 1.1% of 290,000 active; in the data active = binding response below about 67% or above about 130%
# * hit, by the source's call; . = not tested or not shown; & = joins results of further samples.
entry	SMILES	MEKK2 mut-MEK5	GalR3 antagonist	GPR7 antagonist	OXTR agonist	M18AAP inhibitor	OXTR potentiator	NALP1 inh	V1aR counter	MEKK2 WT-MEK5
1	Cc1ccc(Cn2nnc3c(=O)n(CC(=O)NCc4ccc5c(c4)OCO5)cnc32)cc1	7	-2	-9	-1.2	-4	-8	12	0.3	100
2	CC(C)(C)OC(=O)CNC(=O)c1[nH]cnc1C(=O)N[C@@H](CCCCNC(=O)OC(C)(C)C)C(=O)OC(C)(C)C	2	-6	.	-2.3	.	0	.	-2.1	95
3	Cc1ccc(S(=O)(=O)CCC(O)c2ccc(Cl)cc2)cc1 (stereo not drawn)	10	-11	-11	-0.7	2	-15	-11	1.1	106
4	O=[N+]([O-])c1ccc(NC(=S)N2CCN(c3ccc(F)cc3)CC2)cc1	.	-5	-9	12	9	-32	-1	9.5	.
5	CC(C)Cc1nc(N2CCN(C(=O)c3ccco3)CC2)c(C#N)c2c1CCCC2	0	-7	-24	-2.4	-8	-8	0	-1.3	95
6	CC(C)c1nnc(NC(=O)CCC(=O)NC2CCCCC2)s1	22	.	-23	-0.5	-2	-6	2	0.7	121
7	CCOC(=O)CSc1nnc(CNc2cccc(Cl)c2)n1-c1ccccc1	-9	-3	0	2.9	5	-16	-12	1.9	79
8	Cc1cc(C(=O)OCC(=O)c2ccc3c(c2)NC(=O)CO3)c2ccccc2n1	10	-4	-5	-0.2	1	-6	13	1.2	100
9	Cc1ccc(NC2=CC(=O)CC(c3ccccc3)C2)cc1 (stereo not drawn)	2	-4	10	-1.9	-3	-2	-13	-0.1	100
10	O=C(NCCSCc1ccccc1)c1ccccc1	0	-3	3	-1.5	-1	0	35	0.7	107
11	Cc1ccc2[nH]c3c(c2c1)CCCC3C(N)=O (stereo not drawn)	13	-3	-3	-0.7	6	-1	17	0.1	100
12	CC(CN1CCN(C)CC1)OC(=O)c1ccc(F)cc1 (stereo not drawn)	3	-5	6	-0.1	-2	-22	7	-0.7	104
13	COc1ccc(C(=O)N/N=C(\c2ccccc2)c2ccccn2)cc1	-1	-4	6	-1.9	1	-4	0	-0.1	100
14	CC(=O)c1c(C)[nH]c(C(=O)NCCc2c[nH]c3ccccc23)c1C	5	-4	-1	6.3	-2	-17	5	4.5	100
15	O=C(CCNS(=O)(=O)c1ccccc1C(F)(F)F)N1CCN(S(=O)(=O)c2cccc(F)c2)CC1	.	-4	.	-0.3	.	-6	.	1.1	.
16	COc1ccc(OC)c(CNC(=O)Cn2nc(C)c3c(C)n(-c4ccc(C)cc4)nc3c2=O)c1	-8	-1	-4	-1.3	-4	1	-3	3.5	97
17	Cc1ccc(NCc2nnc(SCC(=O)NCc3ccco3)n2CC2CCCO2)c(C)c1 (stereo not drawn)	1	-6	-1	-1.1	2	1	-4	-0.4	99
18	COC(=O)COc1ccc(S(=O)(=O)Nc2cc([N+](=O)[O-])ccc2C)cc1	2	0	6	2.6	6	-2	9	2.4	100
19	COc1ccccc1OCCn1cc(C(=O)O)c2ccccc21	-9	-3	-3	1.5	3	1	7	1.1	88
20	CCCN1CCC2(CC1)NC(C(=O)O)Cc1c2[nH]c2ccccc12 (stereo not drawn)	6	.	-7	.	18	.	6	.	98
21	CC(=O)c1nc2ccccc2n1CCc1ccccc1	-11	-3	-4	-1.2	2	7	6	-1.2	89
22	Cc1c(C(=O)Nc2cccc(S(=O)(=O)N3CCOCC3)c2)oc2ccccc12	.	-3	.	-0.2	.	-10	.	0.4	.
23	COc1cccc(C(=O)Nn2c(C)nnc2-n2nc(C)cc2C)c1	4	-3	-6	0.4	1	2	2	-0.9	99
24	CCOC(=O)C1(C)NC(c2cccs2)C2C(=O)N(c3ccccc3)C(=O)C21 (stereo not drawn)	4	1	-22	0.2	1	-5	-6	1.0	103
25	O=C(Cc1ccccc1)N1CCN(c2ccc([N+](=O)[O-])cc2)CC1	7	-6	10	5.0	5	-18	6	4.8	106
26	Cc1ccc(C)c(N2CCN(c3cnn(-c4nc5ccccc5s4)c(=O)c3Cl)CC2)c1	1	-1	-8	-0.6	-4	-2	25	0.1	107
27	COc1ccc(-c2[nH]ncc2CN2CCN(c3ccccn3)CC2)c(OC)c1	-9	2	1	0.1	-5	-2	16	0.5	86
28	CSc1nc2ncc(-c3ccsc3)c(N)n2n1	-2	4	0	1.2	-2	5	-7	1.4	105
29	O=C(C[C@H]1C/C=C\CCC(=O)OC[C@H]2CCCN2C1=O)NCCO	.	-1	.	0.3	.	-5	.	1.2	.
30	CN(CC(=O)Nc1cccc(F)c1)C(=O)c1ccccc1Cc1ccccc1	.	-4	.	-1.1	.	-9	.	0.2	.

# The last 5 compounds of the part above lead into the next.
entry	SMILES	MEKK2 mut-MEK5	GalR3 antagonist	GPR7 antagonist	OXTR agonist	M18AAP inhibitor	OXTR potentiator	NALP1 inh	V1aR counter	MEKK2 WT-MEK5
26	Cc1ccc(C)c(N2CCN(c3cnn(-c4nc5ccccc5s4)c(=O)c3Cl)CC2)c1	1	-1	-8	-0.6	-4	-2	25	0.1	107
27	COc1ccc(-c2[nH]ncc2CN2CCN(c3ccccn3)CC2)c(OC)c1	-9	2	1	0.1	-5	-2	16	0.5	86
28	CSc1nc2ncc(-c3ccsc3)c(N)n2n1	-2	4	0	1.2	-2	5	-7	1.4	105
29	O=C(C[C@H]1C/C=C\CCC(=O)OC[C@H]2CCCN2C1=O)NCCO	.	-1	.	0.3	.	-5	.	1.2	.
30	CN(CC(=O)Nc1cccc(F)c1)C(=O)c1ccccc1Cc1ccccc1	.	-4	.	-1.1	.	-9	.	0.2	.
31	Cc1ccccc1OCC(O)Cn1c(NCCN(C)C)nc2c1c(=O)n(C)c(=O)n2C (stereo not drawn)	.	-3	10	0.0	-2	-5	-14	0.2	.
32	CCOCCCn1c(=S)[nH]c2cc(C(=O)NCCOC)ccc2c1=O	-9	-5	-8	1.0	-7	-2	6	-0.3	94
33	Cc1ccc(CNC(=O)c2cn(C3CCCC3)c(=O)c3c2c2ccccc2n3C)o1	.	.	-11	-1.6	-1	-6	-8	-0.9	.
34	CCC1(CC)NC(=O)N(CC(=O)OC(C)C(=O)Nc2cc([N+](=O)[O-])ccc2OC)C1=O (stereo not drawn)	-2	0	5	-0.1	5	-13	20	0.2	106
35	C=CCSCC1Nc2cc(Cl)c(S(N)(=O)=O)cc2S(=O)(=O)N1 (stereo not drawn)	.	0	.	0.2	.	-5	.	0.5	.
36	COc1ccc(CNC(=O)COC(=O)Cc2ccc(Br)cc2)cc1	.	-6	.	-1.2	.	-5	.	0.9	.
37	CCN(CC)c1ccc(NC(=O)C2=CCN(S(=O)(=O)c3ccc(F)cc3)CC2)c(C)c1	-4	3	-7	2.0	-1	0	30	2.5	95
38	C/C(=N/Nc1ccccc1[N+](=O)[O-])c1ccc([N+](=O)[O-])cc1	4	0	10	-0.8	-3	-11	-6	0.3	106
39	Cc1cnc(CN(C)C(=O)C2CCC(=O)N(CCc3ccccc3)C2)[nH]1 (stereo not drawn)	-5	-8	-5	-0.7	-1	-10	18	1.1	95
40	COc1cccc(N=C2NC(=O)/C(=C/c3cc([N+](=O)[O-])ccc3O)S2)c1	5	-9	-1	4.3	2	-8	24	7.1	100
41	O=C(O)CC(Cn1[nH]nnc1=S)c1ccccc1 (stereo not drawn)	-2	-7	0	0.1	10	1	30	-0.6	97
42	CCOC(=O)c1cn(CC(=O)Nc2ccc(C(C)C)cc2)nn1	-14	-4	-13	1.5	-1	-9	3	3.7	92
43	Cc1nnc(-c2cccc(C(F)(F)F)c2)nc1N1CCOCC1	-1	-2	-10	-0.4	4	-4	5	0.7	97
44	C=CCNC(=O)COc1cc(C)ccc1C	-2	8	3	1.8	-10	-3	17	0.5	94
45	Cc1cc(C)n(-c2nc(NCCO)c3c4c(sc3n2)CCCC4)n1	3	-5	-3	-2.3	5	-8	40	-1.6	101
46	CS(=O)(=O)c1cccc(C(=O)Nc2nnc(C3=COCCO3)o2)c1	.	-2	.	0.5	.	-3	.	0.4	.
47	Cc1nnc2c3ccccc3c(-c3cccc4ccccc34)nn12	0	-3	-10	.	1	.	30	.	98
48	CCc1c(C)nc2cc(-c3ccccc3)[nH]n2c1=O	12	-6	6	-0.4	0	0	-14	-0.7	110
49	CCN(CC)CCNC(=O)COc1ccc(OC)cc1	-8	1&-2	-13	-0.4&0.0	-4	-9&-8	7	-0.4&-0.1	94
50	Cc1ccccc1-c1noc(CCC(=O)NCC2CCCO2)n1 (stereo not drawn)	4	0	-8	-0.2	5	2	10	0.9	103
51	CC(=O)c1cccc(N=C2NC(=O)CS2)c1	10	3	-10	-0.2	0	-8	-26	-0.1	104
52	CC(C)Cn1c(SCC(=O)N2CCCCC2)nc2ccccc2c1=O	-4	-7	18	-2.6	3	-7	-103	-2.2	93
53	Cc1ccccc1-n1c(SCC(=O)c2c(N)n(C)c(=O)n(C)c2=O)nc2sc3c(c2c1=O)CCCC3	-5	0	6	0.8	6	2	-2	0.2	93
54	COc1ccc2c(c1OC)C(=O)OC2Nc1nc2ccccc2s1 (stereo not drawn)	-36	-4	0	1.6	-11	-5	29	0.1	64
55	COc1ccc(S(=O)(=O)N2CCN(c3ccc4nnc(-c5ccccc5)n4n3)CC2)cc1	8	-1	11	3.5	0	-10	18	4.2	101
56	O=C(C[n+]1ccc(-c2nnc3n2CCC3)cc1)c1ccc(Cl)cc1	1	1	-13	-0.2	5	0	25	1.0	127
57	COc1ccc2nc3ccccc3nc2c1NC(=O)c1ccc(Cl)cc1Cl	-1	-2	-9	-1.3	-1	-4	13	1.1	94
58	O=C(CCCc1cccs1)Nc1nccs1	-5	-6	-2	-0.9	2	-9	-1	-0.2	101
59	Cc1cccc(OCC(=O)N/N=C/c2cc([N+](=O)[O-])ccc2N2CCOCC2)c1	-3	-2	0	1.8	1	-8	24	0.8	93
60	CCOC(=O)c1[nH]c(C)c(C(=O)NCCCOC(C)C)c1C	10	-6	-12	0.2	4	3	.	0.1	108
61	Cc1cc(OCC(=O)O)c2cccc(C)c2n1	1	-2	3	2.1	-2	-3	15	1.1	103
62	O=C(CN(c1ccc(F)cc1)S(=O)(=O)c1ccccc1)NCc1ccco1	3	2	-18	-0.6	2	-17	-3	0.3	100

# Exported with one line to a screen: entries from further up.
[44] C=CCNC(=O)COc1cc(C)ccc1C
[45] Cc1cc(C)n(-c2nc(NCCO)c3c4c(sc3n2)CCCC4)n1
[46] CS(=O)(=O)c1cccc(C(=O)Nc2nnc(C3=COCCO3)o2)c1
Assay by compound | 44 | 45 | 46
MEKK2 mut-MEK5 | -2 | 3 | .
GalR3 antagonist | 8 | -5 | -2
GPR7 antagonist | 3 | -3 | .
OXTR agonist | 1.8 | -2.3 | 0.5
M18AAP inhibitor | -10 | 5 | .
OXTR potentiator | -3 | -8 | -3
NALP1 inh | 17 | 40 | .
V1aR counter | 0.5 | -1.6 | 0.4
MEKK2 WT-MEK5 | 94 | 101 | .
